# From PubChem
# CYP2C9 act: human CYP2C9 activators, primary screen, biochemical, luminescence; recombinant CYP2C9, luciferin-H conversion; hits give high values; factor 1 = untreated enzyme, 0 = blocked; activation factor at 5 µM; actives 1.4% (n = 96,000); AID 1024, 2008;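 active = activation factor of 2 or more for CYP2C9 at a 5 µM dose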;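 note: 0 = sulfaphenazole-blocked wells and 1 = vehicle-only wells; values of inactives mirror those of a sister screen read the other way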
# PTPN22 act: LYP phosphatase activators, primary screen, biochemical, DiFMUP fluorescence, 2 µM | Tyrosine-protein phosphatase non-receptor type 22 (Homo sapiens), Q9Y2R2 | recombinant LYP; 0 = plate median, 100 = signal doubled | activation, % at 2 µM | actives 0.11% (n = 96,000) | AID 697, 2007;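 active = activation at 2 µM above a set limit, the mean plus 5 SD, cut at about 37% in these data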
# Target sequence (Q9Y2R2 whole entry, looked up): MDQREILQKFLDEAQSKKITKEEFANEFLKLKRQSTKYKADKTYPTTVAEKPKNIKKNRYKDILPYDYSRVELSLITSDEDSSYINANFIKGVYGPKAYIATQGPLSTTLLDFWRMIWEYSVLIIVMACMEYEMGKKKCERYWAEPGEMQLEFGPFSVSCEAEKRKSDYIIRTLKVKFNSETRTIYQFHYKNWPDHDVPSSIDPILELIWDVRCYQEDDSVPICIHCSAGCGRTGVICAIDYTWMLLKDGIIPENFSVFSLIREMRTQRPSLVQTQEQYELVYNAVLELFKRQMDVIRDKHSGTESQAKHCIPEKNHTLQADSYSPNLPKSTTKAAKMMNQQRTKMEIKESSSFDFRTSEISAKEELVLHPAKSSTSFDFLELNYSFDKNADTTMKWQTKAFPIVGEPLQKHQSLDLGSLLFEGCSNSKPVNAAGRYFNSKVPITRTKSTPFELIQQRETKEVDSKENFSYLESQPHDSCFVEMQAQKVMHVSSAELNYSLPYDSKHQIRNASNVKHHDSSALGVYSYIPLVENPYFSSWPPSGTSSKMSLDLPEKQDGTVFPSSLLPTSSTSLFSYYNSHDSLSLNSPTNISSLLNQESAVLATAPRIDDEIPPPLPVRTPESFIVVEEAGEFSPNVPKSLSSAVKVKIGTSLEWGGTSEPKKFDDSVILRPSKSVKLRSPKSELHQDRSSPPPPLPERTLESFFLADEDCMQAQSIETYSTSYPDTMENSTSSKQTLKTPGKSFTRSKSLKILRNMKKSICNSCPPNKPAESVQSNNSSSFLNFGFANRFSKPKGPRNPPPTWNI
# LYP inh 2: PTPN22 phosphatase inhibitors, primary screen, biochemical, DiFMUP fluorescence, 2 µM | Tyrosine-protein phosphatase non-receptor type 22 (Homo sapiens), Q9Y2R2 | recombinant LYP catalytic domain | inhibition, % at 2 µM | actives 0.21% (n = 96,000) | AID 640, 2007;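 active = inhibition at 2 µM at or above a set limit, the screen mean plus 3 SD, cut at about 24% in these data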;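 note: 0% = DMSO with enzyme and 100% = enzyme fully blocked by orthovanadate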
# CYP2C9 inhib: blockers of cytochrome P450 2C9 activity – biochemical, luminescence, ADME assay, primary screen; P11712; CYP2C9 Supersomes, luciferin-H conversion; inhibition, % at 5 µM; actives 20% (n = 96,000);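 active = blocking of liver enzyme CYP2C9 beyond about 50% at 5 µM, limit read from the data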; note: values of inactives mirror those of a sister screen read the other way
# An asterisk follows results filed as active; . = not tested or not shown.
# Codes – A = CYP2C9 act; B = PTPN22 act; C = LYP inh 2; D = CYP2C9 inhib
> Cc1nnc(-n2ncc(C#N)c2N)c2nn(-c3ccccc3F)c(C)c12
  A: .; B: 3; C: -4; D: .

> Cc1cc(C)cc(NC(=O)NC2CCN(CC(=O)Nc3c(C)cc(C)cc3C)CC2)c1
  A: .; B: -7; C: 8; D: .

> CCOC(=O)C1=C(c2ccccc2)N2CCN=C2S1
  A: .; B: -3; C: 1; D: .

> CN(Cc1ccccc1)c1nc2c(c(=O)[nH]c(=O)n2C)n1CCSc1ncccn1
  A: .; B: -3; C: 2; D: .

> COc1ccc(C(=O)CSc2nc3nc(C)cc(C)c3c(=O)[nH]2)cc1OC
  A: .; B: 2; C: -1; D: .

> CN(C)c1ccc(/C=C2\C(=O)N(c3ccc([N+](=O)[O-])cc3)N=C2N2CCOCC2)cc1
  A: .; B: -8; C: 7; D: .

> Cc1oc(-c2ccc(F)cc2)cc1-c1nn2c(-c3ccco3)nnc2s1
  A: .; B: -14; C: 17; D: .

> CCOc1ccc(C2/C(=C(/O)c3ccccc3)C(=O)C(=O)N2CCCN(C)C)cc1OC (stereo unspecified)
  A: .; B: 6; C: -4; D: .

> O=C(Oc1ccc(Br)cc1C(=O)/C=C/c1ccccc1F)c1ccco1
  A: .; B: -10; C: 7; D: .

> COc1ccc(CNC(=O)c2cc3c(=O)n4ccccc4nc3n(Cc3ccco3)c2=N)cc1
  A: .; B: -10; C: 7; D: .

> Cc1noc(C)c1CSc1nnc2c(C)cc3ccccc3n12
  A: .; B: 7; C: -7; D: .

> O=C(O)c1cn(C2CC2)c2cc(N3CCOCC3)c(F)cc2c1=O
  A: .; B: -10; C: 10; D: .

> Cc1cc(N2CCC3(CC2)OCCO3)n2nc(C)c(-c3ccc(Cl)cc3)c2n1
  A: .; B: -6; C: 6; D: .

> CCOc1ccccc1C(=O)Nc1ccc2nc(N3CCN(c4ncccn4)CC3)cc(C)c2c1
  A: .; B: -9; C: 15; D: .

> Cc1nn(C(=O)CCCC(=O)n2nc(C)c(Cl)c2C)c(C)c1Cl
  A: .; B: 12; C: -13; D: .

> CC(=O)c1c(C(C)=O)c(C)n(CCCCn2c(C)c(C(C)=O)c(C(C)=O)c2C)c1C
  A: .; B: 0; C: 1; D: .

> CCOc1ccc(-n2nc3c(-n4ncc(C#N)c4N)nnc(C)c3c2C)cc1
  A: .; B: 4; C: -7; D: .

> Clc1ccc(Br)cc1-c1nc(-c2cccnc2)no1
  A: .; B: -5; C: 9; D: .

> Cc1ccc(C(C(=O)NC(C)(C)C)N(Cc2ccco2)C(=O)CCC(=O)Nc2nccs2)cc1 (stereo unspecified)
  A: .; B: 14; C: -13; D: .

> CCc1nnc2n1N=C(c1ccc(-c3ccc(Cl)cc3Cl)o1)CS2
  A: .; B: 6; C: -2; D: .

> Cn1nc(-c2ccc(C(=O)N3CCN(c4ccccc4)CC3)cc2)c2ccccc2c1=O
  A: .; B: 5; C: -8; D: .

> COc1ccccc1/C=N/NC(=O)C1=NNC(c2ccccc2)(c2ccccc2)C1
  A: .; B: 3; C: -1; D: .

> Cc1c(NC(=O)Cn2cnc3c(=O)n(C)c(=O)n(C)c32)cccc1-c1nc2ccccc2o1
  A: .; B: 2; C: 1; D: .

> COc1ccc(C2C3=C(CCCC3=O)Nc3nc4ccccc4n32)cc1OC (stereo unspecified)
  A: .; B: -7; C: 4; D: .

> CCOC(=O)c1cnc(SCC(=O)Nc2ccccc2N2CCOCC2)nc1N
  A: .; B: -5; C: 5; D: .

# Arranged by count of non-hydrogen atoms (smallest number first): five of the compounds above
# Codes – A = CYP2C9 act; B = PTPN22 act; C = LYP inh 2; D = CYP2C9 inhib
> Cc1noc(C)c1CSc1nnc2c(C)cc3ccccc3n12
  A: .; B: 7; C: -7; D: .

> CCc1nnc2n1N=C(c1ccc(-c3ccc(Cl)cc3Cl)o1)CS2
  A: .; B: 6; C: -2; D: .

> Cc1oc(-c2ccc(F)cc2)cc1-c1nn2c(-c3ccco3)nnc2s1
  A: .; B: -14; C: 17; D: .

> COc1ccccc1/C=N/NC(=O)C1=NNC(c2ccccc2)(c2ccccc2)C1
  A: .; B: 3; C: -1; D: .

> COc1ccc(CNC(=O)c2cc3c(=O)n4ccccc4nc3n(Cc3ccco3)c2=N)cc1
  A: .; B: -10; C: 7; D: .

# (listing goes on)
# Codes – A = CYP2C9 act; B = PTPN22 act; C = LYP inh 2; D = CYP2C9 inhib
> CSc1nnc2n(CCc3ccccc3)c(=O)c3c4c(sc3n12)CCCC4
  A: .; B: -1; C: 1; D: .

> COc1cc(OC)cc(-c2nnc(SCC(=O)Nc3cc(C)on3)o2)c1
  A: .; B: -4; C: 7; D: .

> CCOC(=O)C1CCCN(C(=O)c2cc3c(=O)n4cccc(C)c4nc3n2C)C1 (stereo unspecified)
  A: .; B: 4; C: -5; D: .

> Cc1nnc2sc(-c3ccc(NC(=O)c4ccc(-c5ccc(Br)cc5)o4)cc3)nn12
  A: .; B: 3; C: -4; D: .

> COc1nc(-c2ccc(Cl)cc2)ccc1-c1noc(-c2ccncc2)n1
  A: .; B: -15; C: 14; D: .

> CCOC(=O)c1c(NC(=O)c2csc(C)c2)sc(C(C)=O)c1C
  A: .; B: 0; C: -6; D: .

> N#C/C(C(=O)N1CCOCC1)=C1/SC=C(c2ccccc2)N1c1ccccc1
  A: .; B: 1; C: -2; D: .

> CCCn1c(=N)n(CCOCCOCCn2c(=N)n(CCC)c3ccccc32)c2ccccc21
  A: .; B: -6; C: 7; D: .

> CN(C)CCCN1C(=O)C(=O)/C(=C(/O)c2ccc3c(c2)OCO3)C1c1ccco1 (stereo unspecified)
  A: .; B: -12; C: 11; D: .

> Cc1ccc2oc(C(=O)Nc3c(C)n(C)n(-c4ccccc4)c3=O)c(C)c2c1
  A: .; B: -6; C: 8; D: .

> CCOC(=O)C(CC)Sc1nc(-c2ccc(OC)cc2)nc2c1c(=O)n(C)c(=O)n2C (stereo unspecified)
  A: .; B: 8; C: -7; D: .

> Cc1ccc2nc3c(cc(C#N)c(=N)n3CCCN3CCOCC3)c(=O)n2c1
  A: .; B: 7; C: -6; D: .

> Cc1cccc(NC(=O)c2c(O)c3cccc4c3n(c2=O)CC4)c1
  A: .; B: -12; C: 11; D: .

> COCCCNC(CC(=O)Nc1ccccc1C(=O)OC)C(=O)O (stereo unspecified)
  A: .; B: 5; C: -7; D: .

> CN(C)c1cc(NC(=O)CN2CCOCC2)c2ccccc2n1
  A: .; B: 6; C: -7; D: .

> CCOc1ccccc1C(=O)Nc1ccc(-c2nnc(-c3ccc(C)cc3)o2)cc1
  A: .; B: 3; C: -6; D: .

> COc1cccc(Cn2c(NCc3ccccn3)nc3c2c(=O)n(C)c(=O)n3C)c1
  A: .; B: -3; C: 3; D: .

> CCOC(=O)CN1C(=O)C(Sc2nnc(-c3ccccc3OC)s2)CCc2ccccc21 (stereo unspecified)
  A: .; B: 7; C: -5; D: .

> CC1C2=C(CCCC2=O)N(c2cccc3ccccc23)C2=C1C(=O)CCC2
  A: .; B: 12; C: -15; D: .

> CC(C)n1c(SCC(=O)N2c3ccccc3CCc3ccccc32)nc2c1c(=O)n(C)c(=O)n2C
  A: .; B: -7; C: 8; D: .

> COC(=O)c1cccc(Oc2nc(N3CCOCC3)nc(N3CCOCC3)n2)c1
  A: .; B: 1; C: -1; D: .

> CCOC(=O)c1cnc(Nc2nc3ccccc3o2)nc1CN1CCN(c2ccccc2)CC1
  A: .; B: 9; C: -11; D: .

> O=C(CSc1nnc(-c2ccco2)n1-c1ccccc1)N1CCc2ccccc21
  A: .; B: 5; C: -2; D: .

> CC(CS(=O)(=O)c1ccc2ccccc2c1)N1CCN(C2CCCCC2)CC1 (stereo unspecified)
  A: .; B: 0; C: -4; D: .

> Cn1c(=O)c2c(SCc3ccccn3)nc(-c3ccccc3)nc2n(C)c1=O
  A: .; B: 8; C: -10; D: .

> COc1ccc(-n2c(=O)c3c4c(sc3n3c(C)nnc23)CC(C)CC4)cc1 (stereo unspecified)
  A: .; B: 2; C: -8; D: .

> CN1CCN(c2ncnc3c2sc2nc(N4CCOCC4)c4c(c23)CCC4)CC1
  A: .; B: -1; C: -2; D: .

> c1cncc(-c2nnc(SCCSc3nnc(-c4cccnc4)o3)o2)c1
  A: .; B: -7; C: 4; D: .

> CC(C)Cn1c(=O)c(C2=NS(=O)(=O)c3ccccc3N2)c(O)c2ccccc21
  A: .; B: 2; C: -4; D: .

> CCC1Cc2c(nc3c4c(nc(N5CCOCC5)c(C#N)c24)NC(C)=N3)O1 (stereo unspecified)
  A: .; B: 3; C: -7; D: .

> Cn1c(=O)c2nc(Cl)n(Cc3ccc(Cl)cc3Cl)c2n(C)c1=O
  A: .; B: -5; C: 2; D: .

> CN(CC1CCCO1)S(=O)(=O)c1ccc(C(=O)Nc2nc3cc4c(cc3s2)OCO4)cc1 (stereo unspecified)
  A: .; B: -15; C: 12; D: .

> CC(C)CC1N=C2c3ccccc3N=C(SCc3cc(=O)n4ccccc4n3)N2C1=O (stereo unspecified)
  A: .; B: -12; C: 17; D: .

> CCN1C(=O)/C(=C2/Sc3ccc(OC)cc3N2C)SC1=Nc1ccc(C(C)=O)cc1
  A: .; B: 3; C: 0; D: .

> Cc1cc(C)n(-c2nc3c(c(=O)n(Cc4ccc(Cl)c(Cl)c4)c(=O)n3C)n2C)n1
  A: .; B: 3; C: -6; D: .

> Cc1nc(NC2=NCN(CCc3ccccc3)CN2)nc2c(C)cccc12
  A: .; B: 12; C: -12; D: .

> COc1ccc(-n2c(=O)c3c4c(sc3n3c(C)nnc23)COC(C(C)C)C4)cc1 (stereo unspecified)
  A: .; B: -6; C: 5; D: .

> O=C(CSc1nc2sc3c(c2c(=O)n1Cc1ccco1)CCC3)N1CCc2ccccc21
  A: .; B: 2; C: 2; D: .

> COc1ccc(N2CCN(C(=O)c3ccc(CNc4c(N5CCOCC5)c(=O)c4=O)cc3)CC2)cc1
  A: .; B: -10; C: 7; D: .

> O=C(c1cc(-c2cccnc2)nc2ccc(Br)cc12)N1CCC2(CC1)OCCO2
  A: .; B: -1; C: 0; D: .

> COc1ccc(-n2c3c(cc(C(=O)Nc4ccc5c(c4)C(=O)NC5=O)c2=O)C(=O)CCC3)cc1
  A: .; B: 3; C: -6; D: .

> COc1ccccc1/C=c1\sc2nc(-c3cccs3)nn2c1=O
  A: .; B: -5; C: 4; D: .

> Clc1ccc(Cc2nn3c(-c4ccncc4)nnc3s2)cc1
  A: .; B: -3; C: 6; D: .

> O=C(O)CCC(=O)NC1CCCCC1NC(=O)CCC(=O)O (stereo unspecified)
  A: .; B: -11; C: 15; D: .

> CC1(C)Cc2c(C#N)c(SCC(=O)c3ccccc3)nc(N3CCCC3)c2CO1
  A: .; B: 4; C: -3; D: .

> Cc1cc(C)c2cc(CN(CC3CCCO3)C(=O)NC3CCCCC3)c(=O)[nH]c2c1 (stereo unspecified)
  A: .; B: -13; C: 12; D: .

> CCOC(=O)C1=C(O)/C(=C/c2ccc(C)o2)SC1=NC(=O)c1ccccc1C
  A: .; B: -9; C: 9; D: .

> COc1ccccc1C1c2c(oc3ccc(Cl)cc3c2=O)C(=O)N1c1cc(C)on1 (stereo unspecified)
  A: .; B: 2; C: 1; D: .

> Brc1ccc(-c2nn3c(-c4ccncc4)nnc3s2)o1
  A: 0.8; B: .; C: .; D: 16

> COc1ccc(/C(O)=C2\C(=O)C(=O)N(CCCN(C)C)C2c2ccccc2F)cc1Cl (stereo unspecified)
  A: 0.7; B: .; C: .; D: 26

# The list continues:
# Codes – A = CYP2C9 act; B = PTPN22 act; C = LYP inh 2; D = CYP2C9 inhib
> CCCc1nc(SCC(=O)c2ccc(OC)cc2)c2c(=O)n(C)c(=O)n(C)c2n1
  A: 1; B: .; C: .; D: 2

> CCN1CCN(Cc2ccc3c(c2)Cc2ccccc2-3)CC1
  A: 1.1; B: .; C: .; D: -11

> c1ccc(-n2ncc3c(N4CCN(c5ccccn5)CC4)nc(N4CCOCC4)nc32)cc1
  A: 0.8; B: .; C: .; D: 25

> CCOc1ccccc1NC(=O)c1c(NC(=O)CNCc2ccco2)sc2c1CCC2
  A: 0.8; B: .; C: .; D: 16

> Cc1cc(N2CCN(C3CCCC3)CC2)n2ncc(-c3ccccc3)c2n1
  A: 0.2; B: .; C: .; D: 76*

> Cc1nnc(NC(=O)CCC(=O)N2CCN(CCc3ccccc3)CC2)s1
  A: 1; B: .; C: .; D: 2

> Cc1ccc2cc(C#N)c(SCC(=O)NCC3CCCO3)nc2c1C (stereo unspecified)
  A: 1; B: .; C: .; D: -4

> Clc1cccc(-c2nn3c(-c4ccncc4)nnc3s2)c1
  A: 1.1; B: .; C: .; D: -6

> COc1cccc(C2C(C(=O)c3cccs3)=C(O)C(=O)N2CCCn2ccnc2)c1OC (stereo unspecified)
  A: 0.1; B: .; C: .; D: 89*

> CCCCCCn1c(=O)c(-c2nc3ccccc3c(=O)[nH]2)c(O)c2ccccc21
  A: 1; B: .; C: .; D: -5

> CCc1c(C)nc(N)n2c(SCC(=O)N3CCN(c4ccccc4F)CC3)nnc12
  A: 1; B: .; C: .; D: 4

# Not all compounds are listed, so the mix of outcomes need not match the whole.
